Wee1 stabilizer – Wee1 degradation inhibitors, primary screen, cell-based, HeLa, Wee1K328M-luciferase, luminescence | hit rate 1.2% among 220,000 | reporter increase, % at 5 µM | Wee1-like protein kinase (Homo sapiens), P30291 | HeLa Luc-Wee1K328M stability; 100% = proteasome inhibitor MG132 effect;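 active = activation above the mean of all tested compounds plus 3 SD, set per screening run, cut at about 8.8% in these data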;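 also: cells exposed to compound for 20 h before luminescence read; 0% = DMSO alone and 100% = MG132 at 30 µM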
CHOP inh – inhibitors of CHOP promoter induction, primary screen, cell-based, unfolded protein response, luciferase reporter | inhibition, % at 10 µM | hit rate 3.8% among 220,000 | CHO-K1 CHOP-promoter luciferase, tunicamycin-induced, 15-18 h;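 active = compounds that reduced the stress-induced luciferase reporter signal by more than about 70% of percent inhibition, limit read from the data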;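 also: 0% = tunicamycin plus vehicle and 100% = wells without tunicamycin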
Ba/F3 V617F tox – reduced viability of JAK2V617F-dependent Ba/F3 cells, primary screen, JAK2V617F inhibitor project, cell-based, Ba/F3 EpoR-JAK2V617F, luminescence; ATP luminescence; inhibition, % at 5.6 µM; AID 1446, 2008; hit rate 1.1% among 220,000;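 active = inhibition above the campaign mean plus 3 SD over all tested compounds, cut at about 24% in these data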;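 also: cytokine-independent growth of Ba/F3 cells driven by EpoR plus mutant JAK2; 0% = DMSO-treated cells and 100% = JAK inhibitor I control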
zfTRPN1 agonist – zebrafish TRPN1 channel agonists, primary screen, cell-based, HEK293, calcium fluorescence. activation, % at 3 µM. AID 1424, 2008. HEK293 zebrafish TRPN1-YFP, Fluo-8 calcium fluorescence; 100% = response to 87 µM carbachol. hit rate 0.18% among 220,000;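 active = activation above its plate's cutoff, the mean activation of test wells on that plate plus 3 SD, cut at about 19% in these data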;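 also: 0% = DMSO alone and 100% = 87 µM carbachol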
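Material – zebrafish TRPN1-YFP in HEK293 cells · Doses – 3 µM single point · Schedule – dye 1 h 37 °C plus 30 min RT · Signal – Fluo-8 calcium fluorescence, excitation 470-495 nm, emission 515-575 nm · Read-out – % activation versus carbachol response · Control set – carbachol high, DMSO low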
RBBP9 inh – human RBBP9 inhibitors, primary screen, biochemical, fluorescence polarization, FP-Rh probe, HTS; AID 1515, 2009; hit rate 0.2% among 220,000; Serine hydrolase RBBP9 (Homo sapiens), O75884; inhibition, % at 7.94 µM; recombinant RBBP9;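 active = inhibition above the campaign mean of all tested compounds plus 3 SD, cut at about 14% in these data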;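 also: plate controls were DMSO wells with RBBP9 for no effect and wells lacking RBBP9 protein for full effect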
Target sequence (O75884 whole entry, looked up): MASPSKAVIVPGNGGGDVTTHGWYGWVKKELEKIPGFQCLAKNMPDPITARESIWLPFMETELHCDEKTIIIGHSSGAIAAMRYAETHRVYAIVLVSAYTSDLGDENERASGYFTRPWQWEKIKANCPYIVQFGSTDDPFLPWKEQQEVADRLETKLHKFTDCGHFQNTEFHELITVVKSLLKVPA
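System: RBBP9 protein / Quantity: 2.5 µM RBBP9 dispensing solution, before mixing / Also added: Serine-hydrolase probe FP-Rh, 375 nM pre-mixing / Dosing: 7.94 µM single dose, 0.794% DMSO / Timing: enzyme-compound preincubation 30 min, then probe labeling 45 min, 25 °C / Signal: FP readout at 525/598 nm / Controls: DMSO-treated enzyme wells and wells lacking RBBP9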
TNF necrop inh – inhibitors of TNF-alpha triggered necroptosis, primary screen, cell-based, Jurkat FADD-/-, single concentration. hit rate 0.068% among 220,000. activation (protection from cell death), % at 10 µM. Jurkat FADD-/- TNF necroptosis rescue, ATP luminescence, 24 h; 0 = TNF only, 100 = no-TNF cells. AID 463075, 2010;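 active = activation, meaning protection from cell death, of at least 50% relative to plate controls; inactive = activation below 50%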;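 also: necroptosis triggered by 40 ng/mL TNF-alpha added together with compound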
TRPML3 agonist – human TRPML3 channel agonists, primary screen, cell-based, HEK293 TRPML3-YFP, Fluo-8 calcium fluorescence, 3 µM | activation, % at 3 µM | 100% = the carbachol control signal | hit rate 0.29% among 220,000 | AID 1448, 2008;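 active = activation above its plate's cutoff, the mean activation of the plate's test wells plus 3 SD, cut at about 12% in these data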;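 also: 0% = DMSO only wells and 100% = carbachol wells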
Target sequence (Q8TDD5 whole entry, looked up): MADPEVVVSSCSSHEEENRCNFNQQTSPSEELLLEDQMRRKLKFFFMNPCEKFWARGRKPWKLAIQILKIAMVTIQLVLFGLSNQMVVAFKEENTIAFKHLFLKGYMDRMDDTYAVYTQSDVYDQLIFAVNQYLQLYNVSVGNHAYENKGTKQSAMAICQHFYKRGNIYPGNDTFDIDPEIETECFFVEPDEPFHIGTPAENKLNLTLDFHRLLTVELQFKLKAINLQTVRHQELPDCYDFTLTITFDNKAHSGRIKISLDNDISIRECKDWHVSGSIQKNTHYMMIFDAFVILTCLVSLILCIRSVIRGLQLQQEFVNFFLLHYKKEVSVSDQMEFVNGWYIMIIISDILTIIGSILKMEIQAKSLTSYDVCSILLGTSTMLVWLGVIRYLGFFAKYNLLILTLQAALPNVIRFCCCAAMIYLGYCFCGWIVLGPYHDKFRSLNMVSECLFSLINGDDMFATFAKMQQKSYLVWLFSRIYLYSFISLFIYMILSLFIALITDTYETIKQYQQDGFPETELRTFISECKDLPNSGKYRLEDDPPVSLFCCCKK
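Test system – HEK293 line with stable expression of human TRPML3-YFP channel · Control set – carbachol 87 µM final as high control (100%), DMSO as low control (0%) · Signal – Fluo-8 calcium dye fluorescence, ex 470-495, em 515-575 nm · Incubation – 1-h 37 °C dye load, 5-s basal, 120-s post-compound reads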
BaF3 tox – parental Ba/F3 cell viability inhibition, counter-screen for JAK2V617F inhibitor project, murine pro-B, CellTiter-Glo luminescence; hit rate 1.1% among 220,000; inhibition, % at 5.6 µM; AID 1486, 2009; CellTiter-Glo ATP luminescence;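 active = inhibition above a per-campaign cutoff, the mean inhibition of all tested compounds plus 3 SD, cut at about 27% in these data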;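 also: 0% = DMSO wells and 100% = JAK Inhibitor I control wells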
PPC-1+TRAIL kill – compounds killing PPC-1 cancer cells with TRAIL present, primary screen, TRAIL potentiator project, ATPLite luminescence, uHTS. PPC-1 cells + TRAIL, ATPLite viability luminescence. hit rate 0.41% among 220,000. cell killing (% activity), % at 4 µM;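 active = cell killing above 50% in the first pass at 4 µM, then a duplicate retest at 5 µM averaging 50% or more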;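 also: plate controls were cells with TRAIL plus DMSO for no effect and medium-only wells lacking cells for full effect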
* = called active by the depositor.

Molecule	zfTRPN1 agonist	PPC-1+TRAIL kill	TNF necrop inh	RBBP9 inh	BaF3 tox	Ba/F3 V617F tox	TRPML3 agonist	Wee1 stabilizer	CHOP inh
Cc1nc2cc(S(=O)(=O)N3CCC(C(=O)O)CC3)ccc2n1C1CCCC1	-0.5	-6	0.0	0	0	-1	0.1	2	-10
O=C(NCCNc1cc(Cl)ccc1[N+](=O)[O-])c1ccco1	0.2	-5	1.5	-4	1	-3	-0.2	3	33
CCC(C)NC(=O)Nc1ccc(F)c(Cl)c1 (centres undefined)	1.6	12	3.5	-8	2	1	2.1	4	-7
Cc1ccc(S(=O)(=O)N2CCN(C(=O)c3ccccn3)CC2)c(C)c1	0.1	-6	-0.7	-5	1	0	1.2	6	15
CC1(C)CC(=O)C2=C(C1)N(CCN1CCOCC1)C1=C(C(=O)CC(C)(C)C1)C2c1ccc(Cl)cc1	-0.3	-7	-3.2	1	-2	0	-0.2	0	-4
CCOC(=O)CN1C(=O)C2Cc3ccccc3CN2C1=S (centres undefined)	0.7	-24	-3.4	-4	3	-2	-0.5	-2	9
O=C(NC(=S)NCCCN1CCOCC1)c1ccc(Br)cc1	0.1	0	-1.0	-9	8	3	0.5	0	21
CNC(=S)N/N=C(\C)c1ccc(Cl)s1	0.0	17	2.0	-3	2	-2	0.4	-3	-26
CCN1CCN(Cc2c(O)ccc3c2O/C(=C\c2ccccc2)C3=O)CC1	1.7	15	3.5	-6	2	-3	2.0	0	8
COc1ccc(C(=O)/C=C/c2ccc(O)cc2)c(O)c1CC=C(C)C	1.1	-7	-3.4	-11	6	-3	0.3	2	79*

(cont.)
Molecule	zfTRPN1 agonist	PPC-1+TRAIL kill	TNF necrop inh	RBBP9 inh	BaF3 tox	Ba/F3 V617F tox	TRPML3 agonist	Wee1 stabilizer	CHOP inh
c1cc2nnnn2nc1N1CCCCC1	-1.2	1	-0.7	4	5	0	1.0	-3	34
Cc1ccc(N(CC(O)CN2CCCC2)S(=O)(=O)c2ccccc2)cc1 (centres undefined)	0.2	21	1.4	-2	3	-2	0.5	0	12
N/C(=N\OC(=O)COc1ccc([N+](=O)[O-])cc1)c1cccnc1	0.6	1	0.6	-5	9	-1	0.6	1	13
Nc1ccc(C(=O)OCC(=O)Nc2ccc([N+](=O)[O-])cc2C(F)(F)F)cc1	0.2	-2	3.3	-1	6	1	0.1	1	25
CC(C)(C)OC(=O)N1CCC[C@H]1c1nnc(SCc2ccccc2Cl)o1	-0.3	17	-4.9	-6	4	2	0.5	0	24
O=C(O)c1ccn2c(C(=O)c3ccc(Cl)cc3)c(-c3ccccc3)cc2c1	-0.1	30	2.6	-7	-2	-5	-0.3	3	5
CCOC(=O)c1c(NC(=O)CN2C(=O)NC(C)(c3ccc(OC(F)F)cc3)C2=O)sc(C)c1C (centres undefined)	8.8	25	2.7	-9	9	-6	3.0	-2	-38
COC(=O)Nc1nn(-c2ccc(OC)cc2)c(=O)c(C#N)c1C	-0.1	-2	0.1	-2	7	6	0.2	-2	-4
O=c1c2sccc2nc(SCc2cc(=O)n3cc(Cl)ccc3n2)n1-c1ccc(F)cc1	0.1	-30	-4.4	-3	0	-2	0.3	9	26
Cc1nc2ccccc2c2oc(C(=O)NCC3CCCO3)cc12 (centres undefined)	1.5	5	-1.3	1	5	-1	0.5	0	7

Later entries:
Molecule	zfTRPN1 agonist	PPC-1+TRAIL kill	TNF necrop inh	RBBP9 inh	BaF3 tox	Ba/F3 V617F tox	TRPML3 agonist	Wee1 stabilizer	CHOP inh
Cc1ccc2[nH]c(=O)c(CN(Cc3cccnc3)C(=O)c3ccncc3)cc2c1	0.0	9	-7.5	-12	2	1	0.5	-3	-12
CN(C(=O)Cc1c[nH]c2ccccc12)C(C(=O)Nc1ccc2c(c1)OCO2)c1ccccc1 (centres undefined)	0.7	-18	3.3	-8	4	3	0.6	8	20
CCn1c(N)c(C(=O)N2CCOCC2)sc1=S	1.6	-16	-0.6	-3	4	4	0.5	0	9
Nc1nonc1-n1nnc(C(=O)N/N=C/c2ccc(OCc3ccccc3)cc2)c1COc1ccc(F)cc1	2.1	4	5.5	0	-8	-4	0.9	1	41
O=c1c(Cc2c(F)cccc2Cl)c(O)ccn1C1CCCCCC1	-0.3	3	19	-2	0	-1	0.2	-1	19
O=S(=O)(c1cccs1)N1CCC(CO)(Cc2cccc(F)c2)CC1	4.8	12	1.1	-6	4	-1	1.2	-2	13
CCOC(=O)NC(=S)Nc1ccc(OC)cc1	-0.2	20	0.4	1	4	2	0.6	4	15
CCOC(=O)C1CCCN(Cc2cc(=O)oc3cc(C)c(C(C)C)cc23)C1 (centres undefined)	-1.8	1	0.7	0	11	6	-1.4	-1	65
CN=c1scc(-c2ccccc2F)n1/N=C(\C)c1cccnc1	2.9	42	-3.8	-4	38*	6	0.6	0	9
CCOc1ccc2[nH]c(=O)c(CN(Cc3cccs3)C(CC)c3nnnn3C(C)(C)CC)cc2c1 (centres undefined)	1.4	-2	-5.0	1	8	-1	0.3	2	65

(more compounds)
Molecule	zfTRPN1 agonist	PPC-1+TRAIL kill	TNF necrop inh	RBBP9 inh	BaF3 tox	Ba/F3 V617F tox	TRPML3 agonist	Wee1 stabilizer	CHOP inh
CC[C@H]1OC(=O)[C@H](C)[C@@H](O[C@H]2C[C@@](C)(OC)[C@@H](O)[C@H](C)O2)[C@H](C)[C@@H](O[C@@H]2O[C@H](C)C[C@H](N(C)C)[C@H]2O)[C@](C)(O)C[C@@H](C)[C@@H]2N[C@@H](COCCOC)O[C@H]([C@H]2C)[C@]1(C)O	-0.1	10	-0.6	-4	11	7	0.7	3	6
O=C(CCc1nc(-c2ccccc2)no1)Nc1cc(C(F)(F)F)ccc1Cl	-0.2	20	1.5	-7	7	3	-0.8	-1	93*
CCOC(=O)C1CCCN(C(=O)c2cc(-c3ccc(C)cc3)on2)C1 (centres undefined)	-0.3	14	0.1	-9	5	-3	-0.2	-1	42
Cc1cc(N/N=C/c2ccccc2)nc(N)n1	0.3	1	2.9	-6	3	-1	0.8	-1	-5
CN1CCN(CCC(=O)Nc2ccc(C3CCCC3)cc2)CC1	2.0	13	6.4	2	4	1	2.0	-2	8
O=[N+]([O-])c1ccc(OCCO)nc1	0.1	-13	1.1	2	-7	-4	0.7	6	0
O=C1/C(=C/c2ccccc2)N=C(N2CCOCC2)N1c1cccc(Cl)c1	-1.8	21	3.9	-3	5	2	-0.6	-1	-6
CC1(C)CC(=O)CC2(C1)NCC(c1ccccc1)c1c2[nH]c2ccccc12 (centres undefined)	-1.0	2	0.6	-6	3	-3	-0.7	-3	14
CCOC(=O)COc1ccc(S(=O)(=O)NCc2ccco2)cc1	-0.5	0	-2.3	-2	-1	-5	0.8	1	0
CC(NC(=O)OCc1ccccc1)C(=O)NCC(=O)NC(Cc1ccc(OC(C)(C)C)cc1)C(=O)OC(C)(C)C (centres undefined)	0.2	1	2.1	3	1	-1	-0.1	2	37

The results go on:
Molecule	zfTRPN1 agonist	PPC-1+TRAIL kill	TNF necrop inh	RBBP9 inh	BaF3 tox	Ba/F3 V617F tox	TRPML3 agonist	Wee1 stabilizer	CHOP inh
Cc1ccc(C(=O)Nc2ccc(S(=O)(=O)N3CCN(C)CC3)cc2)o1	1.6	0	0.8	-4	10	0	1.2	-1	-13
Cc1ccc(F)cc1NCC(=O)Nc1ccc(Cl)cc1F	0.7	11	1.5	5	-2	0	-0.2	2	-17
COc1ccc(N2C(=O)CC(N3CCC(c4nc5ccccc5[nH]4)CC3)C2=O)cc1 (centres undefined)	-1.3	23	1.5	-9	3	-1	-0.2	0	17
O=c1c(S(=O)(=O)c2ccc(Cl)cc2)cn(Cc2cccc(F)c2)c2ccc(F)cc12	-0.6	18	4.9	7	1	-4	-0.7	-1	27
CC(O)c1nc2ccccc2n1CCCOc1ccccc1 (centres undefined)	1.5	11	3.1	-3	2	-2	0.5	-4	-11
COc1ccc(S(=O)(=O)N2CCOCC2)cc1NC(=O)c1cc2c(s1)CCCC2	0.2	2	0.3	-7	5	-2	0.6	-2	12
CCN(CC)C(=O)c1cn(CCC#N)nc1-c1ccc(F)cc1	0.4	20	0.2	1	11	1	0.7	3	-4
CC(=O)Nn1cc2c(=O)n(C)c(=O)n(C)c2c1	-0.1	15	-3.1	0	-1	-5	1.1	-3	21
CC(=O)Nc1ccc(NC(=O)CSc2ccc(-c3ccc4c(c3)OCO4)nn2)cc1	-0.4	27	1.8	0	10	3	0.6	3	57
COc1cc(/C(C)=N/NC(=O)Cc2c(C)[nH][nH]c2=O)ccc1O	-0.9	3	1.3	-9	2	-3	0.8	1	17

(cont.)
Molecule	zfTRPN1 agonist	PPC-1+TRAIL kill	TNF necrop inh	RBBP9 inh	BaF3 tox	Ba/F3 V617F tox	TRPML3 agonist	Wee1 stabilizer	CHOP inh
CSc1nsc(SCc2ccc(Cl)cc2)n1	-1.5	-8	5.1	-7	8	2	-0.3	-3	29
N#CC1=C(C2CC2)CC(c2ccccc2)C(C#N)=C1N (centres undefined)	-3.6	15	-3.0	-6	0	-2	-1.8	1	21
Cc1cc(=O)oc2cc(OCC(=O)OCC(=O)Nc3ccccc3Br)ccc12	-0.3	11	3.9	-3	0	-5	0.8	2	7
COc1c(C)cc(Br)cc1C(=O)NC(=S)Nc1ccc(Cl)c(C(=O)O)c1	0.3	5	-0.2	-3	7	1	0.9	-1	31
O=C(O)/C=C/c1ccc(S(=O)(=O)N2CCCCCC2)cc1	0.4	15	0.3	-7	3	0	0.8	0	-1
O=C(NCc1cccnc1)c1ccc2c(c1)OCO2	2.1	4	0.8	1	9	3	1.0	-2	10
Cc1nc(-c2ccccn2)nc(SCC(=O)c2ccccc2)c1Cl	-1.6	11	1.4	6	-1	-2	-0.5	0	-11
NC(=O)CS(=O)(=O)c1nc2ccccc2n1Cc1ccccc1F	-2.1	27	-0.5	-2	1	-1	-0.2	1	43
Cc1cc(C(F)(F)F)cc(NNC(=O)NC(=O)c2c(F)cccc2Cl)n1	0.1	-20	0.2	-2	-1	-1	-0.1	1	-1
Cc1cc(C(=O)CSc2nnc3ccccn23)c(C)n1-c1ccccc1	0.0	33	-0.7	-8	0	-6	0.5	-3	73*
CCOc1cc(CNCc2ccccn2)ccc1OCC(=O)NC1CCCCC1	0.0	12	0.3	1	2	-5	1.2	0	7

Screening data: PubChem BioAssay, several laboratories
